Assay outcomes as filed in PubChem.
Pf gametocyte: kills late stage P. falciparum gametocytes; inhibition, % at 10.9 µM; P. falciparum stage V gametocytes, ATP luminescence, 24 h; AID 743093; 150,000 compounds, 0.065% hits;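 active = inhibition above the mean plus 3 SD of compounds within the control limits, set per campaign, cut at about 38% in these data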;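 note: 0% = DMSO wells and 100% = medium only without gametocytes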
Starred values were filed as active, the others as inactive.

SMILES | Pf gametocyte
O=C1c2cccc(Cl)c2C(=O)c2c1cccc2N1CCCC1 | 1.1
COc1cccc(OC)c1C(=O)Nc1ccc(S(=O)(=O)Nc2ncccn2)cc1 | -8.4
COc1ccccc1C(=O)NNC1=NS(=O)(=O)c2ccccc21 | 9.4
Cn1c(=O)c(C(=O)NCCc2ccccc2)c(O)c2ccccc21 | 8.3
Cc1ccc(S(=O)(=O)NCc2ccccc2)cc1 | -1.9
CCCn1nnnc1NCc1ccc(OC)cc1 | -0.4
CCn1c(CSCc2ccc(C)cc2)n[nH]c1=S | -15.8
O=C(O)c1cccc(Sc2cc(Cl)ccc2C(=O)O)c1 | -12.2
O=S(=O)(c1ccccc1)N(Cc1cccc(F)c1)c1ccccc1 | -14.0
CC1CN(C(=O)/C=C/c2cccc([N+](=O)[O-])c2)CC(C)O1 (stereo not drawn) | 21.4
CC(C)c1ccc(OCC(=O)NC(C)c2ccccc2)cc1 (stereo not drawn) | -9.2
O=S(=O)(c1ccc(F)c(F)c1)N1CCN(c2ccccn2)CC1 | 15.2
COc1ccc(CP(=O)(c2ccccc2)c2ccccc2)cc1 | 13.7
Cc1cc(=O)oc2c(CN3CCOCC3)c(O)ccc12 | -28.4
COc1ccc(C(=O)NC2CCN(S(=O)(=O)c3ccccc3F)CC2)cc1 | 6.7
CC1CCN(C(=O)c2[nH]cnc2C(=O)N2CCN(c3ccccc3)CC2)CC1 | 8.9
CCc1ccccc1NC(=O)C(Cc1ccccc1)c1nn[nH]n1 (stereo not drawn) | -5.9
O=S(=O)(NCCN1CCOCC1)c1cc(Cl)ccc1Cl | -3.5
Cc1ccc(/C(N)=N/OC(=O)C(C)c2ccc([N+](=O)[O-])cc2)cc1 (stereo not drawn) | 11.4
CCNC(=S)N(CCCO)Cc1cc2cc3c(cc2[nH]c1=O)OCCO3 | -17.9
CC(CCc1ccccc1)NCc1cccc2ccccc12 (stereo not drawn) | 19.6
C=CC[C@@H](CC(=O)N(CCO)Cc1ccccc1)C(=O)NC[C@@H](OC(=O)[C@@H](CC=C)Cc1ccc(F)cc1)c1ccccc1 | -3.2
CCCCNc1c(-c2ccc(-c3ccc(C(C)=O)cc3)c(OC)c2)nc2cc(C)ccn12 | -35.4
C[C@@H](OC(=O)c1[nH]cnc1C(=O)NCc1ccc(CNC(=O)OC(C)(C)C)cc1)c1ccccc1 | -16.3
N#CC1=C(N)Oc2cc(N)ccc2C1c1cccc(Br)c1 (stereo not drawn) | -1.2
CCOc1cccc(CN(CC)CC2CCCN(CCc3cccc(OC)c3)C2)c1O (stereo not drawn) | -10.5
COc1ccc(S(=O)(=O)N2CCN(C(=O)c3cccnc3)CC2)cc1OC | -7.8
CN1CCC[C@@H]1CCNC(=O)c1cccc2c1C(=O)c1ccc(N3CCCC3)cc1S2(=O)=O | -3.6
COc1ccccc1NC(=O)CCCCC(=O)Nc1ccccc1OC | -5.5
O=C(Cc1cccs1)Nc1nnc(COc2ccccc2)s1 | -5.9
COc1cc(F)ccc1S(=O)(=O)N1CCN(c2ccccc2)CC1 | -4.3
CCCNS(=O)(=O)c1ccc(OCC(=O)N2CCc3ccccc3C2)c(C)c1 | -11.3
COc1ccccc1N1CCN(C2CCCN(Cc3cc(F)cc(F)c3)C2)CC1 (stereo not drawn) | 18.4
Cc1cccc(-n2ncc(Cl)c(Cl)c2=O)c1 | -52.7
CCn1c(-c2cc(Br)ccc2O)n[nH]c1=S | -33.4
NC(=O)c1cc([N+](=O)[O-])ccc1NCc1cccc2ccccc12 | 19.8
CN(CCc1ccccc1)C1CCCN(S(=O)(=O)CC(F)(F)F)C1 (stereo not drawn) | 12.3
COc1ccc2c(c1)OC[C@H]1[C@H]2N2C(=O)c3cc(F)ccc3NC(=O)[C@@]2(C)[C@H]1c1ccccc1 | -20.4
C=CCc1ccc(OCCCNCc2ccccc2)c(OC)c1 | 3.4
COc1ccc(NC(=O)N(C)C[C@H]2Oc3c(NS(=O)(=O)c4cccs4)cccc3C(=O)N([C@@H](C)CO)C[C@@H]2C)cc1 | 8.9
O=C(Cc1cccc(NC(=O)C2CCCN(C(=O)C3CCC3)C2)c1)Nc1cccc(C(=O)N2CCCC2)c1 (stereo not drawn) | -30.3
COC(=O)Cc1ccc(NC(C)=O)cc1 | 27.2
O=C1C2C3C=CC(C3)C2C(=O)N1Nc1ccc([N+](=O)[O-])cc1[N+](=O)[O-] (stereo not drawn) | 5.6
COCCN1C(=O)N[C@@H](CCc2ccccc2)[C@H](C(=O)OC)[C@H]1C | 9.9
Cc1cc(NC(=O)c2ccc(Cl)cc2)ccc1NC(=O)c1ccccc1Cl | -8.0
COCCN(Cc1nc(C(c2ccccc2)c2ccccc2)no1)C(C)C | -10.3
COc1cc2c(-c3ccc4[nH]ccc4c3)c(-c3ccc(C#N)cc3)oc(=O)c2cc1OC | 0.5
COc1ccc(C(=O)Nc2cccc([N+](=O)[O-])c2)cc1Br | 13.8
COc1ccc2nc(SCC(=O)NCc3ccccc3)[nH]c2c1 | 12.0
COc1ccc(C(C)NS(=O)(=O)Cc2ccccc2)cc1 (stereo not drawn) | -10.2
CCOCCCNc1nc(-c2ccccc2)nc2ccccc12 | 6.2
COc1ccc(CCN(C)C2CCCN(C(=O)CCSC)C2)cc1OC (stereo not drawn) | -10.4
COCCN1C(=O)N(c2ccc(Cl)cc2)C(=O)C1CC(=O)Nc1cc(OC)cc(OC)c1 (stereo not drawn) | -9.8
CCOc1ccc(CNCCCSc2ncccn2)cc1OC | -17.2
O=C(NCCc1ccc(F)cc1)C1CCCO1 (stereo not drawn) | 6.3
C[C@H](CO)N1C[C@H](C)[C@@H](CN(C)CC2CC2)Oc2c(NS(=O)(=O)c3ccccc3)cccc2C1=O | 20.0
COc1cc(CN(C)CC2CCCN(CCc3cccc(C(F)(F)F)c3)C2)ccc1O (stereo not drawn) | -5.7
O=C(C1CC1)N1CCN(c2ccc([N+](=O)[O-])cc2)CC1 | 4.4
CCOC(=O)CN1C(=O)N[C@@H](CCc2ccccc2)[C@@H](C(=O)OC)[C@H]1C | 21.9
Cc1csc(C)[n+]1CC(=O)c1ccccc1 | 11.8
Going on with the list.
SMILES | Pf gametocyte
COc1nc(Nc2ccccc2)nc(OC)n1 | -3.2
CCOC(=O)[C@H]1[C@H]2COc3ccc(C)cc3[C@@H]2N2C(=O)c3cc(F)ccc3NC(=O)[C@@]12C | -7.8
O=c1c(-c2ccc(Cl)cc2)coc2c(CN3CCCCC3)c(O)ccc12 | -12.6
C=CCC(NC(=O)Cc1ccccc1)C(=O)NCCC (stereo not drawn) | -10.8
CC(=O)N(C)c1ccc(N2CCOCC2)c2c1C(=O)c1ccccc1C2=O | 2.3
COCc1cc(=O)n2[nH]cc(-c3ccccc3)c2n1 | -8.6
COc1ccc2c(c1)oc1c(SCc3nc4ccccc4[nH]3)nc(C)nc12 | -26.8
COc1ccc(S(=O)(=O)N2CCC(Cc3ccccc3)CC2)cc1NC(C)=O | 10.9
COc1ccccc1C(=O)NNC(=O)c1cccc(C)c1 | -6.1
CCc1c(C)nc2ncnn2c1Nc1ccccc1C | -1.6
CC1(C)CCC/C(=C\c2ccccc2)C1=O | 1.8
CCOC(=O)[C@H]1[C@H]2COc3ccc(Cl)cc3[C@@H]2N2C(=O)c3cc(C)ccc3NC(=O)[C@@]12C | -28.5
COc1cc(C#Cc2ccc3cc(CCCO)oc(=O)c3c2)cc(OC)c1 | -18.8
CCOc1ccc(Nc2nc3c(C)cccc3cc2C#N)cc1 | 14.1
COc1ccc(NC(=O)c2oc3ccc(S(=O)(=O)N4CCOCC4)cc3c2C)c(OC)c1 | -7.8
O=[N+]([O-])c1ccc2nc(-c3cccnc3)[nH]c2c1 | 12.5
COc1ccc2sc(-c3ccc(S(C)(=O)=O)cc3)c(-c3ccc4c(c3)OCCO4)c2c1 | -20.0
CCOC(=O)c1cn(CC)c2c(ccc3ccccc32)c1=O | -1.4
COc1cccc(C2=CC(=O)C[C@H](c3ccc(Cl)cc3)C2)c1OC | 4.0
CC(=O)Nc1ccc(C(=O)Nc2ccc(S(=O)(=O)Nc3nccc(C)n3)cc2)cc1 | 7.1
Brc1cccc(CNn2cnnc2)c1 | 5.1
Clc1ccc(-c2nc(N3CCOCC3)nc3ccccc23)cc1 | 1.3
Cc1cc(C)nc(SCc2ccc(Br)cc2)n1 | -2.2
Cc1cc(OCC(O)CN2CCN(c3ccccn3)CC2)cc(C)c1Cl (stereo not drawn) | -9.7
Cc1[nH]n(-c2ccccc2)c(=O)c1N=Nc1cccc([N+](=O)[O-])c1 | 6.6
Cn1nnnc1Sc1ncnc2scc(-c3ccc([N+](=O)[O-])cc3)c12 | 4.0
Cn1c(=O)n(CCO)c(=O)c2c1nc(Br)n2Cc1ccccc1 | 17.6
COc1ccc(NS(=O)(=O)c2cc(NC(=O)[C@@H](NC(N)=O)C(C)C)ccc2C)cc1 | 0.9
Cc1cc(C)nc(NC(=O)c2c(F)c(F)c(F)c(C(=O)Nc3cc(C)cc(C)n3)c2F)c1 | 18.3
CCOc1ccc(Nc2nc3ccccc3n2C)cc1 | -5.2
CCOC(=O)C1=C(C)N(CCCC(=O)O)C(=O)NC1c1ccc(Cl)cc1Cl (stereo not drawn) | -15.5
C[C@H](N=C1NS(=O)(=O)c2ccccc21)C(=O)OCc1cc([N+](=O)[O-])cc2c1OCOC2 | -7.9
O=C(Cn1nc(Cc2cccnc2)c2ccccc2c1=O)Nc1cc(F)ccc1F | 17.7
COc1ccc(C(=O)n2cnc3ccccc32)cc1 | 2.9
O=C(Nc1cccc(C(=O)Nc2ccc(Br)cc2)c1)c1ccccc1 | 7.5
COc1cc(/C=N/NC(=O)c2ccncc2)cc(OC)c1OC | 4.2
CCOC(=O)c1c(CCl)nc2ccccc2c1-c1ccccc1 | 18.9
COC(=O)c1ccc2[nH]c(CO)c(-c3ccccc3)c2c1 | -13.3
CC(=O)Oc1ccc(C(=O)Nc2cccnc2)cc1 | 2.0
O=[N+]([O-])c1cccc(/C=N/N=C\c2ccccc2)c1 | 3.8

7 compounds out of the list, arranged by length of the SMILES, largest number first.
SMILES | Pf gametocyte
C[C@H](N=C1NS(=O)(=O)c2ccccc21)C(=O)OCc1cc([N+](=O)[O-])cc2c1OCOC2 | -7.9
COc1ccc(NS(=O)(=O)c2cc(NC(=O)[C@@H](NC(N)=O)C(C)C)ccc2C)cc1 | 0.9
Cc1[nH]n(-c2ccccc2)c(=O)c1N=Nc1cccc([N+](=O)[O-])c1 | 6.6
CCOC(=O)C1=C(C)N(CCCC(=O)O)C(=O)NC1c1ccc(Cl)cc1Cl (stereo not drawn) | -15.5
Cn1nnnc1Sc1ncnc2scc(-c3ccc([N+](=O)[O-])cc3)c12 | 4.0
Cn1c(=O)n(CCO)c(=O)c2c1nc(Br)n2Cc1ccccc1 | 17.6
Cc1cc(C)nc(SCc2ccc(Br)cc2)n1 | -2.2

(list continues)
SMILES | Pf gametocyte
CCN1C[C@@H]2[C@@H]3C(=O)N(Cc4ccccc4)C(=O)[C@@H]3[C@](CC)(C1=O)N2C(=O)c1ccc(Cl)cc1 | -13.0
CCc1ccccc1N=Cc1c(C)c(C#N)c2[nH]c3ccccc3n2c1=O | 12.0
COc1ccc(-c2nnn(CCc3nn[nH]n3)n2)cc1 | 5.0
FC(F)(F)c1ccccc1CNCc1ccncc1 | 11.3
CCOc1c(C)cc(S(=O)(=O)NCc2cccnc2)c(C)c1C | 3.7
Cc1c(C(=O)NCCN2CCOCC2)sc2nc(-c3ccc(F)cc3)cn12 | -0.3
CCOC(=O)c1cc(-c2ccccc2)n(CC2CC(c3ccc(OC)cc3)=NO2)n1 (stereo not drawn) | 8.5
CC(C)C1CC(C(=O)Nc2ccccc2)C(=O)O1 (stereo not drawn) | 9.5
COc1ccc(OC)c(C(=O)c2coc3cc(Br)c(O)c(Br)c23)c1 | 0.5
N#Cc1cccc(CN2CCC(=O)N([C@H](CO)Cc3ccccc3)CC2)c1 | 26.6
COc1ccccc1C1NC(=O)NC(C)=C1C(=O)OCc1ccccc1 (stereo not drawn) | 9.1
Cc1cc(C)nc(Nc2ccc(Cl)cc2C)n1 | -3.1
Cc1cc(Cl)cc(Cl)c1OCCN1CCCC1 | -10.0
CCOC(=O)CC(=O)Nc1ncnc2c1C(c1ccccc1)c1c(ccc3ccccc13)O2 (stereo not drawn) | -11.1
CC(=O)Oc1ccc2occ(C(=O)c3ccccc3)c2c1 | 7.5
Cn1cc(CN2CCN(CC(C)(C)C)C(CCO)C2)c2ccccc21 (stereo not drawn) | -15.8
CCCOc1ccc(-c2nnn(CC(=O)N3CCCC(C)C3)n2)cc1 (stereo not drawn) | -17.5
COc1cnn(-c2cccc(Cl)c2)c(=O)c1Cl | -2.8
O=C(Nc1c(F)cccc1F)C(c1ccccc1)c1ccccc1 | -4.4
C[C@H](CO)N1C[C@H](C)[C@@H](CN(C)S(C)(=O)=O)Oc2ccc(NC(=O)Nc3ccc4c(c3)OCO4)cc2C1=O | -34.3

Of the compounds above, 2 have a COOH group:
SMILES | Pf gametocyte
O=C(O)c1cccc(Sc2cc(Cl)ccc2C(=O)O)c1 | -12.2
CCOC(=O)C1=C(C)N(CCCC(=O)O)C(=O)NC1c1ccc(Cl)cc1Cl (stereo not drawn) | -15.5

Back to the main list, starting 2 compounds before the break.
SMILES | Pf gametocyte
O=C(Nc1c(F)cccc1F)C(c1ccccc1)c1ccccc1 | -4.4
C[C@H](CO)N1C[C@H](C)[C@@H](CN(C)S(C)(=O)=O)Oc2ccc(NC(=O)Nc3ccc4c(c3)OCO4)cc2C1=O | -34.3
O=C1C(=O)N(c2ccccn2)C(c2ccc(F)cc2)/C1=C(/O)c1ccc(Br)cc1 (stereo not drawn) | 2.7
C[C@@H](NC(=O)c1nc[nH]c1C(=O)NCC(=O)OC(C)(C)C)c1ccccc1 | -20.7
CN(C(=O)c1cccc(NC(=O)Cc2ccccc2)c1)c1ccccc1 | -3.8
[N-]=[N+]=NC[C@H](Cc1ccccc1)N1CCN(Cc2ccccc2)CCC1=O | 6.1
CN(C)C1=NC[C@H](Cc2ccccc2)N1CCCC1CCCC1 | 4.6
Cc1ccc(Cn2c(C3CCCN3c3nc(-c4cc(Cl)c(N)c(Cl)c4)cs3)nc3cc(Cl)c(Cl)cc32)cc1 (stereo not drawn) | 1.2
CCC(C)COC(c1ccccc1)(c1ccccc1)C(Oc1nc(C)cc(C)n1)C(=O)O (stereo not drawn) | -13.6
CN(C)c1ccc(CNCC2CCCO2)cc1 (stereo not drawn) | 2.0
COc1cc(-c2nc(Cc3c(F)cccc3Cl)no2)cc(OC)c1OC | 20.5
CC(=O)Nc1ccc(-c2sc(Nc3cccc4ccccc34)n[n+]2-c2ccccc2)cc1 | -22.6

The list is partial; rates above refer to the full screens.
